KOR beta-arrestin-1: KOR antagonists, beta-arrestin recruitment, cell-based, luminescence, uHTS (AID 1778). Kappa-type opioid receptor (Homo sapiens). KOR beta-arrestin recruitment, luminescence, antagonist mode; higher % means a stronger effect. inhibition, % at 10 µM, or IC50 in µM where a hit was titrated. 290,000 compounds, 0.091% hits; note: strong numbers were not always called active
TNAP activators: human TNAP enzyme activators, primary screen, biochemical, luminescent, no phosphate acceptor, uHTS (AID 1001). Alkaline phosphatase, tissue-nonspecific isozyme (Homo sapiens). purified TNAP, luminescent activation assay, no phosphate acceptor; higher activation fold means a stronger effect. activation fold at 20 µM; hits with a dose series show EC50 in µM. 200,000 compounds, 0.03% hits; in the data active = activation fold from about 3, or a potency from the dose series; inactive = the rest, 99 in 100 with activation fold below about 1.6; note: many of its hits are not listed in these tables
HEK293 NOD2/NF-kB: NOD2 signaling inhibitors, cell-based, luminescence, uHTS, HEK293 (AID 1566) | HEK293 NOD2/NF-kB luciferase reporter, luminescence; higher % means a stronger effect | inhibition, % at 4 µM; hits with a dose series show EC50 in µM | 290,000 compounds, 0.63% hits; note: many of its hits are not listed in these tables
Yfh1-off respiration: enhancers of respiration in Yfh1-depleted yeast, dose response, Friedreich's ataxia, plus single-dose screen (AID 1465); one-dose fold induction at 50 µM; EC50 in µM for titrated hits; 220,000 compounds, 0.074% hits; S. cerevisiae Yfh1-off respiration, WST-1 reduction, 72 h; higher fold induction means a stronger effect;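 active = fold induction of absorbance versus untreated yeast above a set limit, then at least 30% activation at any dose in follow-up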;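 note: activators that raise dye reduction in frataxin-depleted yeast; strong numbers were not always called active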
CSM14.1 death rescue: rescue of cells from ER stress-induced death, primary screen, 384-well, CSM14.1, thapsigargin, ATP luminescence (AID 1222). CSM14.1 thapsigargin-induced death rescue, ATP luminescence; higher % means a stronger effect. 190,000 tested, under 10 active. cellular ATP content (survival), % at 20 µM, or EC50 in µM where a hit was titrated;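 active = EC50 below 50 µM in the dose-response confirmation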;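 note: death triggered by thapsigargin at about 15 µM added after 2 h compound pretreatment; cell ATP read after overnight thapsigargin exposure of roughly 18 to 22 hours; normalized against plate controls of thapsigargin alone and 5% DMSO vehicle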
NTR1 ag: agonists of NTR1, primary screen, imaging, U2OS cells, beta-arrestin-GFP, high content (AID 493036). NTR1-U2OS beta-arrestin-GFP spot imaging, agonist mode. activation, % at 20 µM. 330,000 compounds, 0.17% hits;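 active = activation at or above 40% of the spot to cytoplasm intensity ratio, with at least 20 cells analyzed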;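 note: 0% = DMSO without peptide and 100% = 100 nM NTR1 peptide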
Target sequence (P30989 whole entry, looked up): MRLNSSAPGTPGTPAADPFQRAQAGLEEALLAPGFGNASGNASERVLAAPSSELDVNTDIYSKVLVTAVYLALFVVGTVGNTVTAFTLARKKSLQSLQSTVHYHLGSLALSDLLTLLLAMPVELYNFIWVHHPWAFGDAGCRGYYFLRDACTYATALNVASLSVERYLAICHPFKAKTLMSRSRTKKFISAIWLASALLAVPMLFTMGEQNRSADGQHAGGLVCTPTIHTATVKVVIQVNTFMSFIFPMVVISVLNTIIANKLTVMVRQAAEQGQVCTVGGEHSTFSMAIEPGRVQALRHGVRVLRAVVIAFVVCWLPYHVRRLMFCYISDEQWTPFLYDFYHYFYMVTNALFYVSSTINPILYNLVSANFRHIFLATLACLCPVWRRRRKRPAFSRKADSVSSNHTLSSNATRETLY
GPR55 activation: GPR55 agonists via beta-arrestin recruitment, primary screen, imaging, U2OS cells, beta-arrestin-GFP redistribution (AID 1961) | G-protein coupled receptor 55 (Homo sapiens) | U2OS GPR55 beta-arrestin-GFP redistribution imaging; higher % means a stronger effect | activation, % at 10 µM; hits with a dose series show EC50 in µM | 290,000 compounds, 0.048% hits;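 active = activation above 40% with more than 50 cells counted in the well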;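 note: U2OS osteosarcoma cells stably expressing GPR55 and beta-arrestin-GFP; plate controls were DMSO negative control for no effect and LPI positive control for full effect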
NOD1 inhibition: NOD1 signaling inhibitors, primary screen, cell-based, luminescence, uHTS (AID 1578) | inhibition, % at 4 µM, or EC50 in µM where a hit was titrated | 290,000 compounds, 1% hits | NOD1-driven NF-kB luciferase reporter cells, luminescence; higher % means a stronger effect; in the data active = inhibition mostly above about 36%, no sharp cut-off; inactive = mostly below about 34%;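 note: HEK-293T reporter cells stimulated with the NOD1 agonist gamma-tri-DAP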
KOR beta-arrestin-2: KOR agonists, beta-arrestin recruitment, primary screen, cell-based, luminescence, uHTS (AID 1777) | KOR beta-arrestin recruitment, luminescence; higher % means a stronger effect | one-dose activation, % at 10 µM; EC50 in µM for titrated hits | 280,000 compounds, 0.02% hits; in the data active = activation above about 50%, passing the limit was not always enough; note: a part of the inactive calls stands beside numbers as strong as those of hits
NTR1 ag cell count 20 µM: also measured in NTR1 ag; calls as there; cell count; measured here: cell count, cytotoxicity flag
Active calls of the source: *; i = inactive; . = no result given; [ ] = remark or other dose. Cut-off read from the data, not from the text of the source, unless noted: active = inhibition above about 50%; inactive = the rest.

SMILES	KOR beta-arrestin-1	TNAP activators	HEK293 NOD2/NF-kB	Yfh1-off respiration	CSM14.1 death rescue	NTR1 ag	NTR1 ag cell count 20 µM	GPR55 activation	NOD1 inhibition	KOR beta-arrestin-2
Cc1ccc(C(NC(=O)N2CC(C)OC(C)C2)C(Cl)Cl)cc1F (configuration not stated)	11.3%	1	-4.8%	i	-1.5%	1.0	35	0.2%	-4.9%	-1.2%
CCCCn1c(N)c(N(CC)C(=O)c2ccccc2C)c(=O)[nH]c1=O	-20.5%	.	-22.4%	.	.	0.0	58	-0.3%	20.9%	2.4%
CN(C)/C=C/C(=O)c1ccc(F)cc1	-8.2%	1.1	-8.5%	i	2.5%	-1.4	77	-0.1%	-2.6%	-2.1%
CC(=O)N1c2ccc(S(=O)(=O)NCCC(=O)NCc3ccc(F)cc3)cc2CC1C (configuration not stated)	-34.6%	.	7.1%	.	.	2.5	60	-0.3%	-24.1%	0.6%
COc1ccc(CN2CC(=O)N(c3cc(Cl)ccc3OC)C2=S)cc1OC	4.8%	.	11.2%	.	.	4.6	83	0.0%	-11.4%	-4.1%
CN(C)C1(CNC(=O)C2CCN(S(=O)(=O)c3cccc(C(F)(F)F)c3)CC2)CCCCC1	8.4%	.	-12.3%	.	.	0.2	66	-0.1%	-24.2%	-6.4%
O=C(NCc1ccncc1)/C(=N/O)c1ccccc1	-25.5%	1.1	9.0%	i	0.4%	0.1	71	-0.1%	-14.3%	-2.2%
COc1ccc(OCC(O)CN2CCCC2)cc1 (configuration not stated)	-20.5%	.	0.1%	.	.	0.8	53	-0.2%	14.1%	2.3%
C=CCOn1c(=O)c(-c2cccs2)[n+]([O-])c2ccccc21	-18.1%	1	-2.4%	i	-2.1%	1.9	65	0.0%	21.5%	5.8%
CSc1ncccc1C(=O)Nc1cccc(C)n1	2.6%	.	-12.6%	.	.	-1.2	53	-0.1%	-9.3%	0.6%
Cc1cccc(C)c1NC(=S)Nc1c(C)n(C)n(-c2ccccc2)c1=O	1.3%	1.2	15.3%	i	2.1%	3.1	36	0.3%	-13.1%	1.6%
CC1CN(C(=O)c2c(Br)cnn2C)CC(C)O1 (configuration not stated)	.	1	12.7%	i	0.6%	0.3	52	1.2%	-32.2%	-3.7%
Cc1nc(NC(=O)c2cc(-n3cnnc3)ccc2Cl)ccc1Br	-11.4%	1.1	2.6%	i	1.0%	1.9	74	0.0%	-17.8%	-6.6%
O=C(Oc1ccccc1C(=O)Nc1ccccc1)c1ccccc1Br	.	1.1	-40.2%	i	-1.2%	.	.	0.6%	-110.8%	0.4%
Oc1ccc2ccccc2c1C1Nc2cccc3cccc(c23)N1	-4.5%	1.1	-12.5%	i	1.1%	7.0	83	0.0%	15.1%	-1.6%
Cc1ccc(CNCCC2=CCCCC2)cc1	7.3%	1.2	-20.9%	i	2.6%	0.0	50	0.0%	-38.8%	-0.2%
COC(=O)CNC(=O)CNC(=O)Nc1ccccc1	28.0%	1.1	-4.9%	i	-1.6%	-0.9	80	-0.2%	-18.2%	-1.5%
O=C(O)c1cc(Cl)c2c(c1)OCO2	17.4%	.	0.0%	i	.	-0.5	52	-1.9%	-2.1%	.
Cc1ccc(N(CC(=O)N2CCN(C3CCCCC3)CC2)S(=O)(=O)c2cccnc2)cc1	-39.6%	1	-1.3%	i	-1.6%	1.4	81	-0.1%	-3.1%	2.5%
Cc1cc(C(=O)COc2ccc(F)cc2Br)c(C)n1C	-3.2%	1	1.3%	i	-2.4%	-0.4	115	0.0%	-15.4%	-0.1%
Cc1ccc(C(=O)NNC(=O)CCC(=O)NCc2ccccc2)cc1Br	19.1%	.	7.1%	.	.	-0.5	51	-0.1%	-39.2%	0.2%
CC1(C)CC(NC(=O)c2cc(S(=O)(=O)N3CCCCC3)ccc2Cl)CC(C)(C)N1	15.7%	.	11.5%	.	.	-1.2	54	0.2%	-27.9%	3.0%
CCCCn1c(SCC(N)=O)nnc1-c1cc(OC)c(OC)c(OC)c1	3.8%	1.1	-8.4%	i	2.2%	0.1	89	-0.2%	-16.7%	-0.8%
CCCCN(C)C(=O)c1c[nH]c2ccc(S(=O)(=O)N3CCOCC3)cc2c1=O	-42.3%	1	3.9%	i	-0.2%	-1.0	44	0.0%	-13.3%	-1.6%
CCCCN(CC)C(=O)Cc1c(C(=O)O)[nH]c2ccc(Cl)cc12	-6.1%	0.9	-8.8%	i	3.9%	0.9	61	0.1%	9.8%	14.9%
CCc1ccc(-c2cc(C(=O)O)c3ccccc3n2)s1	9.7%	.	-72.3%	.	.	0.3	88	-0.3%	-13.8%	-4.0%
Cc1ccc(NC(=O)C2CCN(S(C)(=O)=O)CC2)cc1Cl	-49.8%[20 µM]	.	5.7%	.	.	0.3	48	-0.1%	-26.8%	0.2%
O=C(Cc1n[nH]c(=O)c2ccccc12)N/N=C/c1cc2c(cc1Cl)OCO2	3.4%	.	27.3%	.	.	-1.0	48	0.2%	7.1%	-1.4%
O=C(CCC(=O)NNC(=O)c1ccc([N+](=O)[O-])cc1)NCc1ccccc1	-25.7%[20 µM]	1	7.6%	i	0.6%	-0.8	34	-0.1%	-10.5%	-3.2%
CC1CCN(C(=O)c2cc(Cl)ccc2NC(=O)c2ccco2)CC1	-19.3%	.	-8.8%	.	.	-1.5	62	0.8%	-34.7%	2.1%
COc1ccc(NC(=O)C2CCN(S(=O)(=O)c3ccc(N4CCCC4=O)cc3)CC2)c(OC)c1	-25.3%	.	-0.6%	.	.	0.4	59	0.6%	-8.8%	-4.5%
CCCN(CCC)S(=O)(=O)c1ccc(NC(=O)c2cc(C(=O)OC)cc([N+](=O)[O-])c2)cc1	-3.9%	1.1	20.2%	i	-0.9%	5.1	86	-0.1%	10.7%	2.4%
Cn1c(=O)c2c(nc(Cl)n2Cc2ccc(Cl)c(Cl)c2)n(C)c1=O	-10.5%	1	11.0%	.	-0.9%	5.1	57	-0.1%	13.8%	2.6%
CCCCCn1c(=O)[nH]c2cc(C(=O)N3CCN(CC)CC3)ccc2c1=O	-7.9%	1.1	11.8%	i	-0.4%	-0.6	83	-0.1%	-4.0%	0.6%
COc1cc(-c2[nH]ncc2CN2CCSCC2)cc(OC)c1OC	-26.8%	.	-3.7%	i	.	-0.8	52	-0.2%	-0.2%	-6.8%
O=S(=O)(c1ccc(NC(=S)NCc2ccncc2)cc1)N1CCCCC1	-1.3%	.	13.5%	i	.	1.5	44	0.1%	-8.7%	0.4%
CC1CCCCC1NC(=O)CN(C)S(=O)(=O)c1ccc2c(c1)c(=O)n(C)c(=O)n2C (configuration not stated)	-12.1%	.	2.8%	.	.	-1.7	56	-0.2%	7.5%	-3.1%
CCc1c(C(=O)O)[nH]c2ccc(Br)cc12	0.7%	1.1	-12.8%	i	1.3%	-1.0	49	-0.2%	9.4%	0.6%
Cc1ccc(N=Nc2c(N)n[nH]c2N)cc1	20.5%	.	-18.9%	.	.	-1.7	91	-0.2%	-5.8%	-20.4%
O=C(c1ccc(N2CCOCC2)c([N+](=O)[O-])c1)N1CCN(S(=O)(=O)c2cccs2)CC1	18.8%	0.8	18.1%	i	-0.8%	-0.3	45	-0.4%	-13.5%	1.0%
O=C(NCCS(=O)CCNC(=O)C(F)(F)F)C(F)(F)F	1.9%	1.2	9.9%	i	1.1%	2.6	42	-0.1%	-11.0%	-2.0%
OCCN(CC#CC(O)(c1ccccc1)c1ccccc1)CCO	29.6%	.	23.2%	i	.	1.7	52	-0.3%	-2.2%	0.8%
C=CCn1c(-c2ccc(Cl)cc2)cnc1SC(C)C(N)=O (configuration not stated)	1.1%	0.8	-0.6%	i	-0.1%	1.8	41	-0.1%	-14.8%	-5.6%
Cc1ccc(CN(Cc2ccccc2)C(=S)Nc2ccccc2C)o1	-15.7%	1.1	12.0%	i	0.9%	1.1	63	-1.0%	4.2%	-4.8%
CCOC(CCNC(=O)c1cn(-c2cccc(C)n2)cn1)OCC	-2.0%	1.1	6.6%	i	-1.1%	-1.2	66	-0.3%	6.1%	-0.6%
CCOc1ccccc1N(CC(=O)Nc1ccc(OC)cc1)S(=O)(=O)c1ccccc1	-34.2%[20 µM]	.	-2.3%	.	.	2.8	75	-0.4%	7.0%	0.3%
COc1ccc(CNC(=O)c2nnn(CC(=O)Nc3cc(C)cc(C)c3)c2N)cc1	-40.9%	.	7.6%	.	.	0.9	69	-0.2%	-16.0%	2.4%
COCC(C)NC(=O)CCc1nnc(C2(c3ccc(Cl)cc3)CCC2)o1 (configuration not stated)	-17.9%	1.1	-56.5%	i	-0.5%	-0.2	85	0.0%	-63.3%	-0.9%
CCc1cc2c(=O)c(-c3ccc(F)cc3)c(C(F)(F)F)oc2cc1OCC(=O)O	9.1%[20 µM]	1	21.2%	i	1.5%	0.3	29	-0.1%	-13.9%	-2.3%
CC(=O)c1ccc(N2CCN(S(=O)(=O)c3csc(C(N)=O)c3)CC2)cc1	-22.2%	.	6.1%	.	.	-0.4	63	-0.4%	-22.1%	5.5%
Cc1onc(-c2ccccc2)c1C(=O)N(Cc1ccccn1)Cc1ccccn1	-15.4%	.	16.6%	i	.	0.4	63	0.3%	-8.4%	-0.6%
CC(C)c1ccc(CN2CC(C(=O)Nc3ccccc3)CC2=O)cc1 (configuration not stated)	-10.1%	1.1	6.1%	i	-1.6%	0.1	86	0.5%	-33.1%	-5.8%
COC(=O)C1(C)NC(=O)c2ccccc2N1 (configuration not stated)	33.5%	1.1	-1.7%	i	.	2.9	45	-0.2%	-26.6%	-3.0%
Cc1cc(O)cc(O)c1C(=O)Cc1cnn(-c2ccccc2)c1	-1.0%	1	-8.9%	i	1.4%	-0.6	82	-0.1%	-17.9%	0.9%
O=C(CSc1nnc(Cc2ccccc2)o1)NC1CC2CCC1C2 (configuration not stated)	15.5%	1.1	10.5%	i	.	-1.2	53	0.1%	.	-0.7%
CCOC(=O)C1(Cc2cccc(F)c2)CCN(CC(O)CO)CC1 (configuration not stated)	38.4%	.	0.9%	i	.	1.9	57	0.0%	-3.8%	0.5%
CSc1ncc(Cl)c(C(=O)Nc2ccccc2C)n1	1.6%	.	4.9%	.	.	-0.7	87	-0.1%	-0.7%	-3.5%
S=C(NCc1ccccn1)Nc1ccc(Cl)cc1	12.2%	1	13.3%	i	0.0%	2.5	39	-0.1%	4.7%	-1.8%

Screening results from PubChem BioAssay.

The list is partial; count on the stated rates, not on these rows.
